GRK2 aptamer HTS: human GRK2 inhibition via aptamer displacement; P25098; bead flow cytometry, FAM-aptamer displacement from GRK2; inhibition of aptamer binding, % at 10 µM; 330,000 compounds, 0.59% hits; AID 488847;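 active = inhibition of aptamer binding above 40%, roughly 3 SD of noise, on plates passing a quality check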;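 also: median bead fluorescence of bound FAM aptamer so fluorescent compounds give negative values; no value below 0 was filed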
MCL1-BIM inh: disrupts human MCL1 binding to BIM-BH3 peptide; Q07820; GST-MCL1 / FITC-Bim-BH3 fluorescence polarization; inhibition, % at 10.9 µM; 320,000 compounds, 0.68% hits; AID 2057;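 active = inhibition above the mean inhibition of all tested compounds plus 3 SD, set per campaign, cut at about 40% in these data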;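 also: 0% = DMSO wells and 100% = unlabeled Bim-BH3 peptide control; higher means more loss of mP so more displacement of Bim peptide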
Target sequence (Q07820 whole entry, looked up): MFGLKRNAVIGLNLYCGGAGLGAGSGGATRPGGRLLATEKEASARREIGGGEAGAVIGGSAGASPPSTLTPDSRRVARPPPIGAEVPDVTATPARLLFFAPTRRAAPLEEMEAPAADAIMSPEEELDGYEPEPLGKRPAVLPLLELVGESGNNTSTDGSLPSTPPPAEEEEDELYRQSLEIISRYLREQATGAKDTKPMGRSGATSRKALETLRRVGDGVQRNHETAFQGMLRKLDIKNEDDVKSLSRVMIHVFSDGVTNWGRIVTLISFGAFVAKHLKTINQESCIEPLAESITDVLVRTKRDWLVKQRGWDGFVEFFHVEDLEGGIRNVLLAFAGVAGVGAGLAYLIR
GLD-1 TGE inh: GLD-1-TGE RNA interaction inhibition (C. elegans); Q17339; purified GLD-1 + fluorescein TGE RNA, fluorescence polarization; inhibition, % at 5.96 µM; 320,000 compounds, 0.44% hits; AID 2280;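 active = percent inhibition above a per-plate cutoff, the plate mean of test compounds plus 3 SD, cut at about 30% in these data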;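 also: 0% = DMSO wells with GLD-1 and probe and 100% = wells lacking GLD-1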
MEX-5 binding: C. elegans MEX-5 TCR-2 RNA binding activity. Q9XUB2. MEX-5/FITC-TCR2 RNA binding, fluorescence polarization; stronger effect = lower value. activity score (negative = inhibition of binding), % at 10 µM. 300,000 compounds, 0.38% hits. AID 1832;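 active = inhibition past about -25% in most replicates, and total fluorescence under double the plate's negative control median, limit read from the data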;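 also: 0% = DMSO and -100% = 5 µM competing unlabeled TCR2 RNA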
Target sequence (Q9XUB2 whole entry, looked up): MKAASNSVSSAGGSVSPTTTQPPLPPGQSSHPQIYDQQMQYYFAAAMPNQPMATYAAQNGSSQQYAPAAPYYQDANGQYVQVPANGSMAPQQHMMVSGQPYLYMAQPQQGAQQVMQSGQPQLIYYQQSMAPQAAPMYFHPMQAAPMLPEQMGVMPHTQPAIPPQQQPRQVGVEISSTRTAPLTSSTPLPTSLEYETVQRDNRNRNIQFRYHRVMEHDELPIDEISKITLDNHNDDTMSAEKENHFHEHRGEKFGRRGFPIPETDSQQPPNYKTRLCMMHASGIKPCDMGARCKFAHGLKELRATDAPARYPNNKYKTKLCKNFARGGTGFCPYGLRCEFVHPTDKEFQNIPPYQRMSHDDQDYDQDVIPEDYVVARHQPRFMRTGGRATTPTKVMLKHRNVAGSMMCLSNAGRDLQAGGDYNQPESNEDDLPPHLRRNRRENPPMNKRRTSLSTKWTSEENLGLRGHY
BCLXL inh: inhibitors of human Bcl-xL; GST-Bcl-xL / FITC-Bim BH3 peptide fluorescence polarization; AID 2129; inhibition, % at 10.9 µM; Q07817; 320,000 compounds, 0.7% hits;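 active = inhibition above the mean of all tested compounds plus 3 SD, cutoff set per campaign, cut at about 30% in these data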;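 also: 0% = DMSO wells and 100% = unlabeled Bim-BH3 peptide competitor; inhibitors lower millipolarization by displacing the labeled peptide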
Target sequence (Q07817 whole entry, looked up): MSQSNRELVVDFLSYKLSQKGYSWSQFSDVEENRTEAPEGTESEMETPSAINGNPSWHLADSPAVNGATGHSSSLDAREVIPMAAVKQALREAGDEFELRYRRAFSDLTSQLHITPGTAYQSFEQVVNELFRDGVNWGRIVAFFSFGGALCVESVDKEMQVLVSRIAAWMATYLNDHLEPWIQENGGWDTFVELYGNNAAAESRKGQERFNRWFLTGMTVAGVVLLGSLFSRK
AGP1 TOR yeast: yeast TOR pathway AGP1-GFP modulation. 320,000 compounds, 0.02% hits. GFP response vs DMSO, % at 10 µM. S. cerevisiae AGP1-GFP multiplex flow cytometry, 3 h; GFP as percent of DMSO wells. AID 2066;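 active = GFP response relative to DMSO above a set limit, near screen average plus 3 SD, cut at about 150% in these data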;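 also: median GFP channel fluorescence of the gated AGP1 strain per well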
VLA-4 inh: inhibition in a human VLA-4 binding assay; AID 2557; VLA-4 expressing cells, ligand binding flow cytometry; P13612; 330,000 compounds, 0.2% hits; inhibition, % (about 7 µM as worked out from the volumes in the protocol); in the data active = inhibition above about 50%
CR mimetic SO: lowers age-related superoxide in aged yeast cells; 330,000 compounds, 0.18% hits; S. cerevisiae aged cells, superoxide DHE fluorescence; stronger effect = lower value; AID 2690; superoxide response (% of plate mean), % at 10 µM;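 active = superoxide response under a set limit, about three screen SD below normal, cut at about 65% in these data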;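 also: yeast aged for seven days with compound at 30 °C before DHE staining; 100% = average MFI of all compound-treated wells on the plate with controls excluded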
CIT2-GFP yeast: modulators of TOR pathway CIT2-GFP in S. cerevisiae; 320,000 compounds, 0.065% hits; GFP response vs DMSO, % at 10 µM; S. cerevisiae CIT2-GFP strain, flow cytometry, 3 h; 100 means same as DMSO wells;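 active = GFP response relative to DMSO above a set limit, near the screen mean plus 3 SD, cut at about 150% in these data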;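 also: ratio of well median GFP fluorescence to mean of DMSO wells on the plate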
An asterisk follows results filed as active; / = no result given; [ ] = another dose, or the depositor's remark.

SMILES	GRK2 aptamer HTS	MCL1-BIM inh	GLD-1 TGE inh	MEX-5 binding	BCLXL inh	AGP1 TOR yeast	VLA-4 inh	CR mimetic SO	CIT2-GFP yeast
CCc1nccn1CCC(=O)N1CCCC(N2CCN(c3ccccc3F)CC2)C1 (centres undefined)	3	2	-3	-0.6	3	103	9	98	103
COc1ccc(-c2csc3[nH]c(=S)n(-c4ccccc4)c(=O)c23)cc1OC	6	15	-1	-2.0	16	100	2	109	103
CCOC(=O)CSc1nnc(CNC(=O)c2cccc(C)c2)n1C	0	5	0	-2.8	2	108	5	98	106
N#C/C(=C\c1ccccc1)C(=O)NCCN1CCOCC1	1	1	6	0.0	3	98	0	98	100
CC(C)OCCCNC(=O)CN1C(=O)CC(C)(C)S(=O)(=O)c2ccccc21	0	2	-1	-0.3	2	107	3	102	109
Cn1c2ccccc2c2cc(/C=N/NC(=O)c3cc(O)ccc3O)ccc21	10	57*	8	1.1	32*	97[may fluoresce green]	-10	97	97[may fluoresce green]
CCCCCC(=O)Nc1cc(N(C)C)nc2ccccc12	0	8	5	-1.2	4	106	14	98	/
Cc1cc(-c2nnnn2-c2ccc(C(F)(F)F)cc2)no1	3	0	-5	0.5	3	95	5	113	87
CCC(C)NC(=O)c1ccc(NC(=O)CC2SC(N3CCCCC3)=NC2=O)cc1 (centres undefined)	0	1	7	/	-1	98	4	93	91
O=C(Nc1nccs1)C1CC(=O)N(c2ccccc2)C1 (centres undefined)	2	1	2	-0.2	7	96	2	101	106
O=C(COC(=O)C12CC3CC(CC(C3)C1)C2)N1CCN(S(=O)(=O)c2ccccc2)CC1	0	-3	-6	1.4	-1	110	4	109	110
CSc1ncc(CO)n1Cc1ccccc1	1	-2	-2	1.6	0	105	1	108	112
CC1CC(c2ccccc2)n2nc(NC(=O)c3ccco3)nc2N1 (centres undefined)	0	0	2	0.9	-2	111	-1	98	95
CN(C)CCN(C(=O)c1cccc2ccccc12)c1nc2cc3c(cc2s1)OCO3	8	6	4	4.9	2	100	11	86	100
COc1ccc(C)c2sc(N(CCCN(C)C)C(=O)c3ccc4c(c3)OCCO4)nc12	0	-2	1	3.2	-2	107	-21	102	114
COc1cc(NC(=O)Cn2ccsc2=N)c(C)cc1[N+](=O)[O-]	0	4	-2	0.8	7	98	0	97	85
CN(C(=O)C1CCCN(S(=O)(=O)c2cccc([N+](=O)[O-])c2)C1)C1CCS(=O)(=O)C1 (centres undefined)	1	-1	3	-1.0	0	94	13	118	93
Cc1cc(C)cc(NC(=O)C2C3C=CC4(O3)C2C(=O)N(CCCN2CCCCC2)C4C(=O)NC2CCCCC2)c1 (centres undefined)	0	0	5	3.3	2	69	3	107	86
COc1ccccc1NC(=O)N1CCCC1C(=O)NC1CCCCC1 (centres undefined)	1	4	1	2.0	0	98	5	115	99
O=C(O)c1ccccc1C(=O)Nc1ccc(S(=O)(=O)NC2CCCCC2)cc1	14	5	2	0.6	3	100	9	112	95
COc1ccc(C(=O)NCCc2cc3ccc(C)c(C)c3[nH]c2=O)cc1OC	0	16	4	-2.1	-1	109	-2	86	104
CCn1c(C)cc(/C=C2\NC(=O)N(Cc3ccc(Cl)cc3)C2=O)c1C	0	8	0	0.5	4	102	9	98	102
CC(C)n1cnnc1SCC(=O)Nc1ccc(N2CCCCC2)cc1	1	2	6	-1.1	7	109	7	97	97
CCC(=O)Nc1ccccc1C(=O)OCC(=O)Nc1ccc(S(N)(=O)=O)cc1	10	-5	-1	-1.9	-6	95	2	100	93

Rewritten bar-delimited: entries from further up.
SMILES | GRK2 aptamer HTS | MCL1-BIM inh | GLD-1 TGE inh | MEX-5 binding | BCLXL inh | AGP1 TOR yeast | VLA-4 inh | CR mimetic SO | CIT2-GFP yeast
CC1CC(c2ccccc2)n2nc(NC(=O)c3ccco3)nc2N1 (centres undefined) | 0 | 0 | 2 | 0.9 | -2 | 111 | -1 | 98 | 95
CN(C)CCN(C(=O)c1cccc2ccccc12)c1nc2cc3c(cc2s1)OCO3 | 8 | 6 | 4 | 4.9 | 2 | 100 | 11 | 86 | 100
COc1ccc(C)c2sc(N(CCCN(C)C)C(=O)c3ccc4c(c3)OCCO4)nc12 | 0 | -2 | 1 | 3.2 | -2 | 107 | -21 | 102 | 114

The list continues:
SMILES	GRK2 aptamer HTS	MCL1-BIM inh	GLD-1 TGE inh	MEX-5 binding	BCLXL inh	AGP1 TOR yeast	VLA-4 inh	CR mimetic SO	CIT2-GFP yeast
C/C(=N\N(c1ccccc1)c1ccccc1)c1ccc(N)cc1	0	3	0	2.1	6	102	-3	104	90
CN(C(=O)COC(=O)CNS(=O)(=O)/C=C/c1ccccc1)C1CCS(=O)(=O)C1 (centres undefined)	0	-4	-1	1.9	0	118	4	82	108
COC(=O)C1=C(C)NC(=O)NC1c1ccccc1Cl (centres undefined)	8	11	-1	-1.3	3	96	3	92	104
CCCCOC(=O)Nc1cccc(Cl)c1C	0	-1	3	3.3	-1	101	-5	99	102
COCC(=O)n1nc(-c2ccccc2)nc1NCc1ccc(N(C)C)cc1	1	6	1	-0.4	5	91	-4	117	97
N#C/C(=C1/CCCCCN1)c1nc2ccccc2s1	2	-12	-12	2.7	-7	102	-35	110	107
Cc1ccc(NC(=O)Cn2c(=O)cnc3ccccc32)cc1S(=O)(=O)N(C)C	1	-5	4	0.5	2	106	1	82	109
C=C(C)CNC(=S)N/N=C/c1c(F)cccc1F	1	1	5	1.4	1	89	13	96	93
Cn1c(SCC(=O)C(C)(C)C)nnc1-c1cccnc1	0	4	5	-1.3	1	111	1	90	105
Cc1ccc(S(=O)(=O)N(C)C)cc1NC(=O)C1CCCC1	0	-22	-7	0.2	-8	102	12	92	108
O=C(NCCC1CCCCN1S(=O)(=O)c1ccc(Cl)cc1)C(=O)NCc1ccco1 (centres undefined)	8	10	-3	-1.3	15	104	-7	105	103
O=C(Cc1ccsc1)N1CCN(S(=O)(=O)c2cc(C(F)(F)F)cc(C(F)(F)F)c2)CC1	0	4	4	-1.4	0	85	2	100	92
NC(=O)CC1C(=O)N(c2ccc(F)cc2)C(=O)N1NC(=O)CCc1ccccc1 (centres undefined)	0	6	-5	-0.3	1	102	-6	100	104
CCONc1ncnc2nonc12	1	-5	-4	-0.3	0	99	3	110	103
CCCCOc1ccc(C(=O)N(CC)CC(=O)NCc2cccs2)cc1	0	0	0	-0.8	2	95	-3	85	84
CCOC(=O)C1CCCN(S(=O)(=O)Cc2ccc(Cl)cc2)C1 (centres undefined)	0	7	4	-0.3	2	103	18	96	100
CCOC(=O)c1[nH]ncc1CN1CCN(Cc2ccc(C)cc2)C(CCO)C1 (centres undefined)	7	-17	-8	-1.3	-16	102	14	99	98
C[C@H](CO)N1C[C@H](C)[C@@H](CN(C)S(=O)(=O)c2ccccc2)Oc2c(NC(=O)Nc3ccc(C(F)(F)F)cc3)cccc2C1=O	6	/	2	/	/	101	20	108	93
COc1cc(CN2CCCC(N3CCN(c4ccccc4C)CC3)C2)cc(Cl)c1O (centres undefined)	0	10	6	-2.7	6	103	1	121	106
Cn1c(=O)[nH]c(=O)c2c1nc(N(CCO)Cc1ccccc1)n2CCCc1ccccc1	2	-1	7	1.5	4	103	6	95	108
COc1cc(CCN2C(=O)c3cccc4cccc(c34)C2=O)c(S(=O)(=O)NCCCO)cc1OC	0	2	-6	-4.1	-2	100	-8	92	94
O=C(/C=C/c1ccccc1)N1CCN(C(=O)c2ccco2)CC1	4	-8	4	0.4	-3	100	0	105	105
CCSc1ccc([C@@H]2[C@H]3C(=O)N(CC)C(=O)[C@H]3[C@]3(C(=O)OC)CCCCN23)cc1	0	-8	-21	9.8	-1	104	-3	105	96
CCc1ccccc1N(CC(=O)NCc1ccco1)C(=O)CCC(=O)Nc1nccs1	0	7	2	0.9	8	87	0	103	87
NC(=O)c1ccsc1NC(=O)COC(=O)c1c(F)cccc1Cl	0	4	5	/	5	95	-1	114	90
COc1ccc(/C=N\Nc2ccccn2)c(OC)c1	0	/	/	-1.3	/	101	13	97	103
O=C(NNC(=O)[C@@H]1CCCC[C@@H]1C(=O)O)c1cccs1	0	8	4	2.3	7	108	1	88	109
O=C(Nc1ccc2c(c1)OCCO2)c1cccs1	1	-9	9	0.8	3	97	5	96	102
COC(=O)c1c(C)oc2ccc(N(C(=O)Oc3ccccc3)S(=O)(=O)c3ccc(Cl)c([N+](=O)[O-])c3)cc12	0	11	4	1.1	7	100	16	95	103
CN1CCN(Cc2cccc(Oc3ccc(Cl)cc3)c2)CC1	4	0	6	-2.2	1	106	4	96	99
Cc1ccc2c(COC(=O)CNC(=O)c3ccco3)cc(=O)oc2c1C	2	/	-7	/	/	102	20	90	105
Cc1cccc(N=Cc2cc3c(cc2[N+](=O)[O-])OCO3)c1	3	16	-1	-0.9	8	94	-3	105	89
COc1ccc(-c2cc(C(=O)Nc3cnn(Cc4ccccc4C)c3)no2)cc1OC	1	-3	-2	-2.2	4	105	-6	96	110
Cc1nn(C)c(C)c1CN(C)C(=O)c1nn2c(c1Br)NC(c1cccs1)CC2C(F)(F)F (centres undefined)	2	2	2	0.8	8	102	12	100	103
CCn1c(COc2ccccc2)nnc1SCC(=O)Nc1ccc2c(c1)OCCO2	4	2	-2	-0.6	5	107	-89	103	115
CCCCCC1CC(=O)N(Cc2ccc(Cl)cc2)C(=O)N1 (centres undefined)	1	-3	4	-0.1	5	98	9	107	98
CC(C)(C)c1cc(C(C)(C)C)cc(S(=O)(=O)CCc2ccccn2)c1	2	-9	6	1.4	-7	92	1	103	86
COc1ccc(CCN(C(=O)C(F)(F)F)C(C(=O)NC2CCCC2)c2cccs2)cc1OC (centres undefined)	0	2	-1	1.0	3	101	-5	110	100
COc1ccc(N2C(=O)CC(SCCc3nc4ccccc4[nH]3)C2=O)cc1 (centres undefined)	0	2	2	-3.1	5	101	7	92	100
Cc1[nH]n(-c2cccc(Cl)c2)c(=O)c1-c1ccc(Cl)cc1	0	1	3	0.2	8	93	12	88	96
Cc1noc(/C=C/N(C)C)c1S(=O)(=O)N1CCN(c2ccc(F)cc2)CC1	0	-37	-8	4.1	-22	90	23	94	92
CCCCC(=Nc1ccc(N)cc1)C1=C(O)C(C(=O)OC)C(C)(C)CC1=O (centres undefined)	2	32	8	1.1	32*	107	0	97	99
COc1ccccc1NC(=O)N1CCC(c2nc3cc(C)c(C)cc3[nH]2)CC1	25	9	-6	2.0	4	95	0	113	/
CN(CC(=O)NCc1ccncc1)S(=O)(=O)c1ccc(Br)cc1	0	5	2	-0.1	3	102	6	99	107
CC(=O)Nc1ccc(-c2csc(NC(=O)C3CC(=O)N(c4ccc5c(c4)OCCO5)C3)n2)cc1 (centres undefined)	3	3	0	-0.1	5	100	-11	106	95
O=C(N/N=C/c1c[nH]c2ccccc12)c1ccn(Cc2ccc(Cl)cc2)n1	0	5	3	0.3	1	102	9	108	91
CCN1C(=O)/C(=C/c2ccc(C)s2)SC1=Nc1ccc(OC)cc1	4	-5	-9	-0.8	-1	104	-1	135	99
CS(=O)(=O)N1CCN(c2ccc(NC(=O)Cc3ccccc3)cc2)CC1	0	10	0	0.9	6	103	-2	90	114
Cc1ccc(C(NC(=O)c2ccccc2)C(Cl)(Cl)Cl)cc1 (centres undefined)	2	5	5	-0.3	3	110	7	97	111
COc1ccc(CNC(=O)COc2ccccc2C(=O)c2cnn(-c3ccccc3)c2)cc1OC	1	2	2	/	3	108	-31	93	110
Cc1ccnc2c1ccc1ccccc12	1	1	1	-1.4	2	84	8	122	90
CSc1ccc(CNc2ccc(Cl)cc2)cc1	0	-2	4	0.5	0	101	9	97	103
